Source: PubChem BioAssay
BAZ2B block: BAZ2B (human) inhibition; AlphaScreen BAZ2B-H3K14Ac peptide displacement; AID 504333; actives 4.4% (n = 360,000); Potency, µM (doses to about 114 µM), for inactives: top-dose activity change, negative = inhibition, most hits filed as inhibitors; further: on the % scale 0 is the no-effect control and ±100 the full control effect; nearly all actives have a fitted effect of over 60% in size
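Complex of BAZ2B and biotin-H3K14Ac (50 nM apiece) forms over 30 min at RT, then faces library compounds up to 110 uM for another 30 min; AlphaScreen beads added, 20 min dark incubation, luminescence read.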
Pol eta inh: DNA polymerase eta (human) inhibition; actives 1.2% (n = 390,000); Potency, µM (highest dose often 114 µM), for the others: at the highest dose activity change, negative = inhibition, hits mostly inhibitors; recombinant Pol eta, fluorescent DNA replication assay; Q9Y253; further: on the % scale 0 is the no-effect control and ±100 the full control effect
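Pol eta at 10 nM preincubated with compounds 15 min at room temperature; reaction started with fluorescent substrate (50 nM final) and read kinetically at 0 and 10 min.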
POLI inh: inhibitors of human DNA polymerase iota | Q9UNA4 | Pol iota fluorescent replication assay, 10 min | Potency, µM (top dose mostly 115 µM), without a hit: at the top dose activity, negative = inhibition, usual class: inhibitors | actives 1% (n = 390,000) | AID 588590
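Fluorescent replication assay read twice, at 0 min and 10 min after adding 50 nM (final) substrate. Enzyme (10 nM) and compounds were first incubated 15 min at room temperature; enzyme-free buffer wells were negative controls.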
G9a inh: blocks human histone lysine methyltransferase G9a. Q96KQ7. G9a H3K9 monomethylation, AlphaScreen, 2 h. Potency, µM (doses to about 102 µM), inactives show at the top dose activity, negative = inhibition, actives largely listed as inhibitors. actives 8.8% (n = 350,000). AID 504332; further: on the % scale 0 is the no-effect control and ±100 the full control effect; nearly all actives have a fitted effect of over 75% in size
Target sequence (Q96KQ7 913-1193 limits assumed): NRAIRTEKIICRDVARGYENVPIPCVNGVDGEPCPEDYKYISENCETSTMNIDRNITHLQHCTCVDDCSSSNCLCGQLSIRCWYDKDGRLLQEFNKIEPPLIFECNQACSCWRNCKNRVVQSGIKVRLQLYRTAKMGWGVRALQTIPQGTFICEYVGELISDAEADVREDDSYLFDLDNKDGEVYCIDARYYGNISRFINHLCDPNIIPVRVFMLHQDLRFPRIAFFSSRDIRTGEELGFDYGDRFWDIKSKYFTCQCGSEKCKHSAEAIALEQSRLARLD
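Signal arises when biotinylated H3K9 peptide, once monomethylated, bridges streptavidin donor and antibody-captured acceptor beads. Enzyme at 20 nM was preincubated 15 min with test compounds; peptide 500 nM and SAM 20 uM then reacted for 2 h.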
Anesthetic bind: binds horse apoferritin like a general anesthetic | actives 0.074% (n = 350,000) | P02791 | Potency, µM (doses to about 77.5 µM), inactives show top-dose activity change, negative = displacement, hits mostly inhibitors | apoferritin/1-aminoanthracene competitive binding, fluorescence; further: on the % scale 0 is the no-effect control and ±100 the full control effect; nearly all actives have a fitted effect of over 20% in size
Target sequence (P02791 2-175 limits assumed): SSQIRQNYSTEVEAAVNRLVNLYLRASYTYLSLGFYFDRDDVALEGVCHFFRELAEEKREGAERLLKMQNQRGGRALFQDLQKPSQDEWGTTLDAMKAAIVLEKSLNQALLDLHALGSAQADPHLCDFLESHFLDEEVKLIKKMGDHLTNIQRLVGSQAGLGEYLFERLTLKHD
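Horse-spleen apoferritin (10 uM) was mixed with 50% saturated 1-aminoanthracene in PBS, exposed to compounds for 10 min at room temperature, and read for fluorescence (ex 380 nm, em 535 nm). Competitive displacement was fitted with a four-parameter Hill equation.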
APEX1 inh: APE1 (human) endonuclease inhibition; P27695; recombinant APE1, TAMRA/BHQ-2 abasic DNA cleavage fluorescence; Potency, µM (titrated, usually from 65.8 µM), inactives show top-dose activity change, negative = inhibition, most hits filed as inhibitors; actives 0.35% (n = 350,000); AID 2517;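 further: plate controls were vehicle for no effect and reference inhibitor for full effect; nearly all actives have a fitted effect of over 55% in size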
Target sequence (P27695 whole entry, looked up): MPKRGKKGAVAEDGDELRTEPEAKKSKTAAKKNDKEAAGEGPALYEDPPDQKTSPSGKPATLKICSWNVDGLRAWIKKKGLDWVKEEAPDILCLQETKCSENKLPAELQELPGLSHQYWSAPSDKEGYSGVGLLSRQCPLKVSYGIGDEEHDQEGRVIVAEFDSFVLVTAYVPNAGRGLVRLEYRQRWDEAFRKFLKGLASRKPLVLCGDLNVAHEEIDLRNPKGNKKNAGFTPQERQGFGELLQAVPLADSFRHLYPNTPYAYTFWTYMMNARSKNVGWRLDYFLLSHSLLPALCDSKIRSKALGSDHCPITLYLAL
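APE1 at 0.75 nM final was preincubated with compound 15 min at room temperature, then 50 nM double-stranded THF abasic-site substrate (5'-TAMRA/3'-BHQ-2) was added. Fluorescence (ex 525/em 598 nm) was read kinetically; third-minus-first read gave activity.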
Pol kappa inh: inhibitors of human DNA polymerase kappa; Q9UBT6; purified Pol kappa, fluorescent DNA synthesis assay, 10 min; Potency, µM (series often up to 107 µM), without a hit: at the top dose activity, negative = inhibition, actives largely listed as inhibitors; actives 0.53% (n = 400,000); AID 588579; further: on the % scale 0 is the no-effect control and ±100 the full control effect
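Enzyme at 10 nM met test compounds for 15 min at room temperature. Substrate addition (50 nM final) began the reaction, which was monitored by fluorescence at 0 and 10 min.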
BLM inh: Bloom syndrome helicase (human) inhibition | P54132 | recombinant BLM DNA unwinding, fluorescence dequenching | Potency, µM (doses to about 56.1 µM), for the others: at the highest dose activity change, negative = inhibition, hits mostly inhibitors | actives 0.2% (n = 350,000) | AID 2528;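 further: plate controls were vehicle for no effect and no enzyme for full effect; nearly all actives have a fitted effect of over 35% in size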
POLB inh: DNA polymerase beta (human) inhibition | Pol beta primer extension/strand displacement, fluorescence kinetic | Potency, µM (highest dose often 114 µM), for the others: at the highest dose activity change, negative = inhibition, actives largely listed as inhibitors | actives 1.3% (n = 340,000) | AID 485314; further: on the % scale 0 is the no-effect control and ±100 the full control effect
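Homogeneous kinetic assay of primer extension and strand displacement by 10 nM Pol beta, preincubated 15 min at room temperature with compound before 50 nM substrate (final) was added. Read at 0 and 10 min; four-parameter Hill fit.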
Starred values were filed as active, the others as inactive; ? = inconclusive; . = no result given; & = joins results of further samples; [ ] = another dose, or the depositor's remark. The call rests on the fitted dose curve; in most records, active means well fitted curve in the direction sought with a large enough effect; inconclusive means small, poorly fitted or top-dose-only effect, or another doubt; inactive means no such curve, though single readings can be large; an effect the other way counts as inactive or inconclusive. Potency means the concentration at half of the fitted maximal effect.

SMILES	BAZ2B block	Pol eta inh	POLI inh	G9a inh	Anesthetic bind	APEX1 inh	Pol kappa inh	BLM inh	POLB inh
COc1cccc(C(=O)Nc2cc3c(cc2N2CCOCC2)n(C)c(=O)n3C)c1	?	-15%	-8%	20µM*	-3%	74%[activator]	11%	1%	35%
COc1ccc2c(C)cc(=O)[nH]c2c1	4%	-10%	3%	17%[59 µM]	-9%	0%	8%	3%	-3%
CCc1nc(C)cn1S(=O)(=O)c1cc([N+](=O)[O-])ccc1Cl	?	-4%	58%[activator]	-43%	-12%	-1%	-12%	-1%	-12%
CC(=O)N1c2ccccc2[C@H](C)[C@H]1C	13%	-10%	1%	10%[0.501 µM]	.	-7%	-9%	.	.
Cc1ccccc1NC(=S)N(CCCN1CCCCC1)Cc1ccco1	6%	4%	113%[activator]	9%[59 µM]	-11%	5%	-6%	2%	1%
C=CCSc1nc(C)c(Cc2cccc3ccccc23)c(=O)[nH]1	-19%	-23%	20%	?	-17%	-6%	6%	-4%	-8%
N#Cc1cnc(NCc2ccc(Cl)cc2Cl)nc1	-1%	-21%	25%	20%	6%	4%	-9%	-6%	-1%
CCOC(=O)c1nn(-c2ccc(OCC)cc2)c2nc(-c3cccc(OC)c3)c(C#N)c(=O)n12	4%	-16%	-5%	27%[59 µM]	-18%	2%	-16%	-3%	-27%
Cc1[nH]c2ccccc2c1C(=O)C(=O)N1CCN(c2ccccc2F)CC1	-9%	-3%	-6%	37%	-15%	41%	-7%	-5%	12%
Cc1ccnc(NC(=O)CCC(=O)N(CC(=O)NC2CCCCC2)Cc2ccc3c(c2)OCO3)c1	2%	.	.	-1%[12.7 µM]	-4%	-4%	.	-3%	-2%
C/C(=N\OC(=O)c1ccc(Cl)c(Cl)c1)c1sc(C)nc1C	-2%	-12%	-9%	-10%[59 µM]	2%	0%	2%	-8%	-1%
CC(Oc1cccc(F)c1)C(=O)/C=C\N(C)C (stereo not drawn)	-4%	-10%	4%	-1%	-12%	-2%	-19%	-6%	4%
Cc1oc2ccc(O)c(CN3CCN(Cc4ccccc4)CC3)c2c1C(=O)Nc1cccc(Cl)c1C	-9%	-8%	?	-16%[59 µM]	-10%	.	14%	0%	38%[activator]
Cc1cccc(NC(=O)C(=O)NNC(=O)c2ccc(C(C)(C)C)cc2)c1	0%	-24%	53%[activator]	?	-23%	39%	-10%	-6%	-27%
Brc1ccc2cccnc2c1	8%	-11%	-1%	-2%	-10%	1%	-8%	0%	30%
CCCCn1c(N)c(N(CC(C)C)C(=O)c2ccc(COc3ccccc3)o2)c(=O)[nH]c1=O	-15%	-13%	15%	-6%	-10%	9%	-9%	-2%	7%
CCOC(=O)c1c(-c2ccc(C)s2)csc1NC(=O)c1ccco1	3%	.	.	-9%	-12%	-2%	.	1%	1%
Cc1onc(-c2ccccc2)c1C(=O)Nc1cccc2nsnc12	4%	-12%	-8%	1%[12.7 µM]	3%	11%	3%	-4%	11%
O=C(CNC(=O)Cc1ccccc1)N=Nc1c(O)[nH]c2ccccc12	-3%	-10%	62%[activator]	-14%	-14%	14%	4%	-4%	2%
CC(=O)c1ccc(OCC(=O)OCC(=O)N(CC(C)C)c2c(N)n(Cc3ccccc3)c(=O)[nH]c2=O)cc1	-7%	-3%	27%	-46%	.	-5%	-7%	.	.

G9a inh: entries above that show a hit.
SMILES	BAZ2B block	Pol eta inh	POLI inh	G9a inh	Anesthetic bind	APEX1 inh	Pol kappa inh	BLM inh	POLB inh
COc1cccc(C(=O)Nc2cc3c(cc2N2CCOCC2)n(C)c(=O)n3C)c1	?	-15%	-8%	20µM*	-3%	74%[activator]	11%	1%	35%

Continuation:
SMILES	BAZ2B block	Pol eta inh	POLI inh	G9a inh	Anesthetic bind	APEX1 inh	Pol kappa inh	BLM inh	POLB inh
NS(=O)(=O)c1ccc(CNC(=O)/C=C/c2c(Cl)cccc2Cl)cc1	-30%	.	.	57%[activator][59 µM]	-22%	2%	.	0%	31%
O=C(CC1CCCCC1)NCc1nc(-c2ccccc2)no1	4%	-7%	-11%	-3%	-11%	3%	6%	-4%	6%
COC(=O)c1nn(-c2ccccc2)c(Sc2ccc(Cl)cc2)c1/C=N/O	0%	-12%	-3%	1%[59 µM]	-21%	-7%	-3%	-2%	0%
Cc1cc(NC(=O)c2cc(-c3ccco3)on2)nn1Cc1ccc(Cl)cc1	?	-6%	?	.	-10%	-2%	-6%	-7%	0%
Oc1cc(NCc2ccc(Cl)cc2)cc2cccnc12	-2%	-13%	74%[activator]	-5%[12.7 µM]	.	43%&10%	-3%	.	.
CC(C)CC(=O)NC(=S)Nc1nc(-c2ccc(Cl)cc2)cs1	1%	-8%	13%	-11%[59 µM]	-11%	-2%	15%	0%	-1%
O=C(CSCCc1ccccn1)Nc1cccnc1Cl	-3%	-17%	3%[58.9 µM]	-3%[59 µM]	-9%	-6%	5%	0%	0%
CCCCC(=O)Nc1cccc(-c2cn3ccccc3n2)c1	5%	-2%	?	-6%	-10%	11%	-4%	4%	17%
CC(C)NCC(O)Cn1c2c(c3ccccc31)CCc1c-2cnn1-c1ccccc1 (stereo not drawn)	?	-11%	-1%	?	-17%	-4%	-20%	-5%	-55%
COc1ccc(C(=O)NCc2ccccc2OC)c(OC)c1	27%	2%	18%	-8%[59 µM]	-18%	0%	-4%	0%	32%
O=C(NCc1cccnc1)c1nc(-c2cccs2)no1	-16%	-14%	21%	0%	-6%	4%	-5%	1%	19%
COC(CNC(=O)c1ccc(N2CCC3(CC2)OCCO3)c([N+](=O)[O-])c1)OC	5%	-16%	6%	13%	-3%	1%	-5%	-1%	-7%
Cc1nc2c(Cl)cc(Cl)cc2[nH]1	5%	-9%	9%	8%[59 µM]	-20%	-3%	-6%	1%	40%
O=C(NO)c1ccccc1C(F)(F)F	-19%	-9%	-21%	-22%	-1%	3%	12%	-1%	2%
Cc1ccc(S(=O)(=O)NNC(=O)C2CCN(S(=O)(=O)c3ccc(C)cc3)CC2)cc1	?	2%	1%	77%[activator][59 µM]	-16%	-6%	-4%	1%	1%
CC(C)N1CCN(Cc2cc(F)ccc2-n2cccn2)CC1CCO (stereo not drawn)	4%	-13%	31%[activator]	-2%	-8%	2%	1%	-4%	71%
CC(=O)Nc1ccc(NC(=O)CC2Nc3cccc4cccc(c34)NC2=O)cc1 (stereo not drawn)	-30%	?	?	18%[12.7 µM]	-6%	-5%	-5%	-6%	9%
Cc1ccc(NC(=O)CCn2c(=S)oc3ccccc32)cc1	-15%	-10%	?	-25%	-5%	5%	-4%	-9%	-23%
COc1ccc(N(CC(=O)NCc2ccccc2OC)S(=O)(=O)c2ccc(C)cc2)cc1Cl	-7%	-8%	?	.	57%[activator]	-4%	1%	-7%	2%
O=C(CCc1ccccc1)N=C1SC2CS(=O)(=O)CC2N1c1ccc(F)cc1 (stereo not drawn)	-13%[57.1 µM]	-5%	55%[activator]	15%	2%	54%[activator]	11%	-1%	?

Compound profiles (already shown). Order of screens: BAZ2B block, Pol eta inh, POLI inh, G9a inh, Anesthetic bind, APEX1 inh, Pol kappa inh, BLM inh, POLB inh
CC(=O)Nc1ccc(NC(=O)CC2Nc3cccc4cccc(c34)NC2=O)cc1 (stereo not drawn) in the list: -30%, ?, ?, 18%[12.7 µM], -6%, -5%, -5%, -6%, 9%
NS(=O)(=O)c1ccc(CNC(=O)/C=C/c2c(Cl)cccc2Cl)cc1 in the list: -30%, ., ., 57%[activator][59 µM], -22%, 2%, ., 0%, 31%
COC(=O)c1nn(-c2ccccc2)c(Sc2ccc(Cl)cc2)c1/C=N/O in the list: 0%, -12%, -3%, 1%[59 µM], -21%, -7%, -3%, -2%, 0%
CC(C)NCC(O)Cn1c2c(c3ccccc31)CCc1c-2cnn1-c1ccccc1 (stereo not drawn) in the list: ?, -11%, -1%, ?, -17%, -4%, -20%, -5%, -55%

Back to the main list, repeating the 3 entries before the break.
SMILES	BAZ2B block	Pol eta inh	POLI inh	G9a inh	Anesthetic bind	APEX1 inh	Pol kappa inh	BLM inh	POLB inh
Cc1ccc(NC(=O)CCn2c(=S)oc3ccccc32)cc1	-15%	-10%	?	-25%	-5%	5%	-4%	-9%	-23%
COc1ccc(N(CC(=O)NCc2ccccc2OC)S(=O)(=O)c2ccc(C)cc2)cc1Cl	-7%	-8%	?	.	57%[activator]	-4%	1%	-7%	2%
O=C(CCc1ccccc1)N=C1SC2CS(=O)(=O)CC2N1c1ccc(F)cc1 (stereo not drawn)	-13%[57.1 µM]	-5%	55%[activator]	15%	2%	54%[activator]	11%	-1%	?
CC1Cc2ccccc2N1C(=O)Cn1nc(C(=O)O)c2ccccc2c1=O (stereo not drawn)	0%	-7%	-9%	-20%[59 µM]	?	-2%	-18%	-4%	5%
Cc1ccccc1CC(=O)NCc1cccnc1	-12%	13%	102%[activator]	1%	-4%	28%	-2%	-8%	51%
COc1ccccc1CNC(=O)c1sccc1C	5%	?	70%[activator]	0%	6%	6%	-1%	1%	1%
OC1CCN(Cc2cccc3ccccc23)CC1	50µM*	-4%	?	?	-5%	0%	-13%	-9%	-28%
Cc1cccc(NC(=O)c2ccc(F)c(S(=O)(=O)N(C)C3CCCCC3)c2)c1	0%	-19%	?	12%[59 µM]	-7%	.	-15%[60.1 µM]	-9%	1%
CCCC(=O)Nc1nc(C)c(C(C)=O)s1	-16%	-17%	3%	19%	-6%	2%	0%	0%	-1%
CCOc1ccc(CCNC(=O)CN2CCN(Cc3ccc(Cl)cc3)C2=O)cc1OCC	6%	-8%	-3%	19%[59 µM]	-13%	.	14%	-1%	3%
COc1cccc(CC(=O)NC2CCCN(Cc3ccccc3F)C2)c1 (stereo not drawn)	2%	-10%	33%[activator]	15%	-8%	18%	18%	-2%	-2%

Arranged by count of non-hydrogen atoms (falling): part of the list above
SMILES	BAZ2B block	Pol eta inh	POLI inh	G9a inh	Anesthetic bind	APEX1 inh	Pol kappa inh	BLM inh	POLB inh
COc1cccc(CC(=O)NC2CCCN(Cc3ccccc3F)C2)c1 (stereo not drawn)	2%	-10%	33%[activator]	15%	-8%	18%	18%	-2%	-2%
Cc1ccccc1CC(=O)NCc1cccnc1	-12%	13%	102%[activator]	1%	-4%	28%	-2%	-8%	51%
CCCC(=O)Nc1nc(C)c(C(C)=O)s1	-16%	-17%	3%	19%	-6%	2%	0%	0%	-1%

The list is partial (hit frequency here may not be typical).
